# Sm TGR inh: qHTS Assay for the Inhibitors of Schistosoma Mansoni Peroxiredoxins; purified TGR, DTNB reduction, TNB absorbance 405 nm; 360,000 compounds, 3% hits; Potency, µM (doses to about 114 µM), for inactives: top-dose activity change, negative = inhibition, hits mostly inhibitors; Schistosoma mansoni thioredoxin glutathione reductase (TGR), Q962Y6; also: nearly all actives have a fitted effect of over 60% in size
#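 Kinetic colorimetric format: TGR-catalysed, NADPH-driven DTNB reduction monitored via TNB absorbance. Enzyme dispensed at 20 nM; compound exposure 15 min at room temperature before reaction start.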
# HCV inh: qHTS Assay for Inhibitors of Hepatitis C Virus (HCV) | Potency, µM (series often up to 41.8 µM), inactives show at the top dose activity change, negative = inhibition, usual class: inhibitors | Huh7.5.1 HCVcc-Cre infection, luciferase reporter, 44 h | 340,000 compounds, 3.4% hits
#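 Antiviral activity was scored by luciferase reporter output from cells infected with HCVcc-Cre (~0.5 moi) in presence of compound, 44 h infection period, cells seeded 1,000/well 4 h prior.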
# Pf growth 96h: Primary qHTS for delayed death inhibitors of the malarial parasite plastid, 96 hour incubation | Potency, µM (series often up to 28.7 µM), without a hit: at the top dose activity change, negative = inhibition, usual class: inhibitors | AID 504834, 2011 | 320,000 compounds, 6.9% hits | P. falciparum luciferase reporter growth, 96 h
#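 Luminescence readout: decreased luciferase signal marks inhibited growth of reporter-expressing P. falciparum in infected red cells (2% hematocrit, 0.05% parasitemia final), exposed to compound two generations (96 h, 37 C, 5% CO2).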
# Pf growth 48h: Primary qHTS for delayed death inhibitors of the malarial parasite plastid, 48 hour incubation; 310,000 compounds, 5.9% hits; P. falciparum luciferase growth in erythrocytes, 48 h; Potency, µM (doses to about 28.7 µM), for inactives: at the top dose activity change, negative = inhibition, hits mostly inhibitors
#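 Parasite viability was followed by luminescence of a genomically integrated firefly luciferase. Cultures held 0.1% parasitemia at 2% hematocrit (final), incubated under 5% CO2 at 37 C.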
# LmPK inh: qHTS Assay for Inhibitors of Leishmania Mexicana Pyruvate Kinase (LmPK); Q27686; purified LmPK, Kinase-Glo ATP luminescence, 1 h; Potency, µM (titrated, usually from 57.5 µM), inactives show at the highest dose activity change, negative = inhibition, most hits filed as inhibitors; 290,000 compounds, 0.37% hits; AID 1721, 2009
# Target sequence (Q27686 whole entry, looked up): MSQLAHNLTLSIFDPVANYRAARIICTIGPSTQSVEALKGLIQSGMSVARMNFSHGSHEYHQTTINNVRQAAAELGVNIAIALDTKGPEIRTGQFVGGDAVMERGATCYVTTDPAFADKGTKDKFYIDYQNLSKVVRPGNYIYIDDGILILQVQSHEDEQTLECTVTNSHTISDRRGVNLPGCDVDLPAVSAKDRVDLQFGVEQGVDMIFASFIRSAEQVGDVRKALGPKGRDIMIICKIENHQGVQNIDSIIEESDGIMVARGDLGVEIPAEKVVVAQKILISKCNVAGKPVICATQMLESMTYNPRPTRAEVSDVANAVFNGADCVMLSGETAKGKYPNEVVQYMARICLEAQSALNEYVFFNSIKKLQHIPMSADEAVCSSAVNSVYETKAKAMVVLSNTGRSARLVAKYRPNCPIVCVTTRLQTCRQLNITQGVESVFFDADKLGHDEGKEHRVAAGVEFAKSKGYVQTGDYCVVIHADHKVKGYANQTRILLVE
#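 qHTS format; LmPK 0.1 nM; substrates PEP 0.5 mM and ADP 0.1 mM. One-hour room-temperature incubation, then coupled luciferase luminescence; 0.5 nM enzyme wells mark activation.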
# TbPYK inhibitor: qHTS of Trypanosoma Brucei Inhibitors; 410,000 compounds, 0.12% hits; Potency, µM (titrated, usually from 76.8 µM), for the others: at the top dose activity, negative = inhibition, most hits filed as inhibitors; TbPYK enzyme, Kinase-Glo Plus ATP luminescence, 45 min; pyruvate kinase (Trypanosoma brucei), Q57TT1; AID 624173, 2012; also: nearly all actives have a fitted effect of over 50% in size
#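 Screened from lowest to highest concentration, compounds were pinned into TbPYK/substrate mixtures, and ADP (130 uM final) was added. Plates sat at room temperature for 45 min prior to Kinase-Glo Plus detection by luminescence.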
# The depositor's hits bear a star; i = inactive; ? = inconclusive; . = not tested or not shown; [ ] = dose if it differs, or a comment. Calls follow the shape of the dose curve; as a rule, active = well fitted curve in the direction sought with a large enough effect; inconclusive = small, poorly fitted or top-dose-only effect, or another doubt; inactive = no such curve, though single readings can be large; an effect the other way counts as inactive or inconclusive. % is scaled to controls: 0 for no effect and ±100 for the full control effect; potency is read from the fitted curve at half-maximal effect.
# Order of results – Pf growth 96h | Pf growth 48h | Sm TGR inh | HCV inh | LmPK inh | TbPYK inhibitor
CCOc1ccc(/C=C2/SC(=S)N(C(C(=O)O)c3ccccc3)C2=O)cc1OCC (configuration not stated)
  8.8% | 7.0% | 0.0% | 8.6% | -0.6% | -6.7%
Nc1nnc(CC(=O)N/N=C/c2ccc([N+](=O)[O-])cc2)s1
  4.9% | 6.2% | 7.3% | 5.0% | -2.5% | 2.7%
CC(C)c1ccc(NC2CCCN(C(=O)CCN3CCCCO3)C2)cc1 (configuration not stated)
  ? | 10.5% | -4.3% | 20.7% | 0.1% | -4.6%
CCOC(=O)c1ccc(N2C(=O)CC(N3CCC(C#N)(c4ccccc4)CC3)C2=O)cc1 (configuration not stated)
  -4.7% | ? | 44.7µM* | 11.3% | 5.9% | -6.1%
Cc1cccc(N2CN=c3s/c(=C\c4ccncc4)c(=O)n3C2)c1
  12.4% | 12.8% | -8.6% | 26.9% | 3.9% | -0.4%
COC(=O)c1c(C(=O)OC)c(-c2ccc(OC)cc2)n2c1CS(=O)(=O)C2
  ? | ? | 50.1µM* | -3.0% | 14.5% | -4.4%
CN(C)C(CNC(=O)c1ccc(OCc2cn3ccccc3n2)cc1)c1ccco1 (configuration not stated)
  19.2% | 29.9% | -15.6% | -7.6% | . | 0.2%
CN(C(=O)CN1C(=O)C2C3CC(C(Br)C3Br)C2C1=O)C1CCCCC1 (configuration not stated)
  1.0% | 5.86µM* | 9.5% | 34.1%[activator] | -0.5% | -0.1%
O=C(O)CC(Cc1ccccc1)c1ccc2c(c1)OCO2 (configuration not stated)
  55.8%[activator] | 34.5%[activator] | -18.2% | 2.9% | 1.0% | -3.9%
CC(=O)Nc1ccccc1NC(=O)C(F)(F)F
  -3.5% | 10.7% | ? | 6.6% | 1.5% | 1.0%

# Individual results from the list:
# `CC(=O)Nc1ccccc1NC(=O)C(F)(F)F` @ Pf growth 96h: -3.5%
# `CN(C)C(CNC(=O)c1ccc(OCc2cn3ccccc3n2)cc1)c1ccco1` (configuration not stated) @ TbPYK inhibitor: 0.2%
# `COC(=O)c1c(C(=O)OC)c(-c2ccc(OC)cc2)n2c1CS(=O)(=O)C2` @ HCV inh: -3.0%
# `Nc1nnc(CC(=O)N/N=C/c2ccc([N+](=O)[O-])cc2)s1` @ Pf growth 96h: 4.9%
# `CCOC(=O)c1ccc(N2C(=O)CC(N3CCC(C#N)(c4ccccc4)CC3)C2=O)cc1` (configuration not stated) @ Sm TGR inh: 44.7µM*
# `Cc1cccc(N2CN=c3s/c(=C\c4ccncc4)c(=O)n3C2)c1` @ HCV inh: 26.9%

# The main list resumes with the two entries that preceded the break.
# Order of results – Pf growth 96h | Pf growth 48h | Sm TGR inh | HCV inh | LmPK inh | TbPYK inhibitor
O=C(O)CC(Cc1ccccc1)c1ccc2c(c1)OCO2 (configuration not stated)
  55.8%[activator] | 34.5%[activator] | -18.2% | 2.9% | 1.0% | -3.9%
CC(=O)Nc1ccccc1NC(=O)C(F)(F)F
  -3.5% | 10.7% | ? | 6.6% | 1.5% | 1.0%
CCN(CC)CCN1CNC(=S)N(c2ccccc2OC)C1
  25.8% | 60.3%[activator] | 3.0% | 19.9% | 5.6% | 3.3%
CCN(CC)S(=O)(=O)c1cccc(C(=O)N/N=C/c2ccccc2OCC(=O)O)c1
  11.8% | ? | 8.7% | 0.8% | -0.4% | -1.0%
CC(=O)C1=C(C)Nc2ncnn2C1c1ccc(Cl)cc1 (configuration not stated)
  ? | -1.3% | -5.7% | 17.4% | -5.2% | -2.6%
O=C(CN(Cc1ccco1)C(=O)c1ccccc1)Nc1ccc(Cl)c(Cl)c1
  i | 34.2%[activator] | -29.5% | ? | -1.4% | -3.7%
CCOc1cc(NC(=O)C2CCCO2)c(OCC)cc1NC(C)=O (configuration not stated)
  . | -4.4% | -19.9% | 1.6% | 9.2% | -0.9%
CCN(CC)C(=O)CCn1nc(-c2ccc(C)cc2)c2ccccc2c1=O
  -2.4% | 7.38µM* | -6.6% | -2.7% | 6.7% | 2.1%
Cc1ccccc1NC(=O)Cn1nnc2sc3c(c2c1=O)CC(C)(C)OC3
  -5.1% | 6.9% | 7.7% | 2.3% | 5.7% | -6.9%
O=C(Nc1nc(-c2ccc(F)cc2)cs1)c1cccnc1
  -5.9% | -14.7% | -2.5% | -14.6% | 9.1% | -8.0%
CCOC(=O)c1cnc2c(CC)cccc2c1NCCCN1CCOCC1
  ? | ? | -2.7% | -1.1% | -1.1% | 1.9%
C#CCOCCOCCOCCNc1nc(N2CCN(C(=O)[C@H](Cc3cc4ccccc4[nH]3)n3cc([C@@H](N)C(C)CC)nn3)CC2)nc(N2CCN(C(=O)[C@H](Cc3cc4ccccc4[nH]3)n3cc([C@@H](N)Cc4ccc(O)cc4)nn3)CC2)n1 (some centres not stated)
  ? | ? | -9.0% | . | 5.0% | .

# New compounds follow:
# Order of results – Pf growth 96h | Pf growth 48h | Sm TGR inh | HCV inh | LmPK inh | TbPYK inhibitor
CCc1cc(=O)oc2cc3oc(C)c(C)c3cc12
  ? | ? | 12.6% | ? | -0.7% | 0.5%
COc1ccccc1NC(=O)CCC(=O)OCC(=O)c1ccc(C)c([N+](=O)[O-])c1
  116.8%[activator] | 16.5% | -13.3% | 10.3% | -11.8% | 0.8%
CCC(=O)N(CCc1ccccc1)Cc1cc2ccc(OC)cc2[nH]c1=O
  2.9% | -91.4%[0.00184 µM] | -16.6% | -7.0% | 0.5% | 4.7%
CCCCn1c(-c2ccc(OC(F)F)cc2)nc2c1c(=O)[nH]c(=O)n2CC(C)C
  ? | ? | 10.0% | -9.9% | 6.2% | -4.6%
CCn1nnnc1SCC(=O)Nc1cccc(NC(C)=O)c1
  -14.8% | 18.9% | -7.6% | -5.4% | 6.7% | 2.0%
COCCNCc1ccc(C(C)C)cc1
  115.4%[activator] | 51.1%[activator] | . | 7.0% | -4.8% | 3.9%
O=C(c1cccn2c(=O)c3ccccc3nc12)N1CCC2(CC1)OCCO2
  ? | ? | -5.9% | 10.3% | -2.2% | 1.8%
S=c1[nH]nc(C2CCCCC2)n1/N=C/c1ccc(Cl)cc1
  ? | ? | 3.5% | 12.5% | -4.9% | -28.8%
Cn1ncc(S(=O)(=O)Cc2ccccc2)c(Cl)c1=O
  0.8% | -4.2% | 0.159µM* | 7.0% | 5.2% | -5.4%
CC1CCCN(C(=O)CSc2nnc(-c3ccc(S(=O)(=O)N4CCOCC4)cc3)n2C)C1 (configuration not stated)
  2.2% | . | ? | -1.1% | 3.6% | 2.3%

# Next structures
# Order of results – Pf growth 96h | Pf growth 48h | Sm TGR inh | HCV inh | LmPK inh | TbPYK inhibitor
CCC1(CC)NC(=O)N(CC(=O)OCC(=O)Nc2ccc(F)c(F)c2F)C1=O
  -40.4% | -31.6% | 5.0% | 33.7%[activator] | -6.4% | -5.4%
Cc1cc(C)c2c(N)c(C(=O)NC3CC3)sc2n1
  ? | 38.3%[activator] | 4.3% | 5.6% | -5.7% | -13.6%
C=CCNC(=S)N/N=C(\C)c1ccccn1
  0.0029µM* | . | ? | -28.8% | 4.0% | 4.0%
CC1=NN(C(N)=S)C(=O)C1N=Nc1ccc(Br)cc1 (configuration not stated)
  ? | 9.28µM* | -7.7% | -7.8% | 5.8% | -5.2%
CCn1c(=O)c(CCC(=O)NCC2CCCO2)c(C)c2c(C)nn(-c3ccc(C)cc3)c21 (configuration not stated)
  -16.3% | 5.22µM* | 3.4% | -28.7% | 0.2% | 3.1%
CCN(CC)P(=O)(Nc1ccc([N+](=O)[O-])cc1)c1c(C)nn(CCC#N)c1NC(=O)c1ccc(Cl)cc1Cl (configuration not stated)
  7.38µM* | 7.38µM* | -7.6% | -9.1% | 12.1% | 5.3%
O=C(NCCCN1CCCC1=O)C1CCC(CNS(=O)(=O)c2ccc(Cl)cc2)CC1 (configuration not stated)
  11.7µM* | 4.4% | -5.4% | 12.7% | 4.2% | -0.4%
O=C(N/N=C/C(Br)=C\c1ccccc1)c1cccs1
  3.7µM* | ? | -18.3% | ? | -8.2% | 3.6%
Cc1[nH]c2ccc(F)cc2c1CCN(Cc1ccncc1)C(=S)Nc1ccccc1
  ? | ? | 10.0% | ? | 5.7%[11.5 µM] | 3.9%
N#Cc1c(N)n(-c2ccc(C(=O)O)cc2)c2nc3ccccc3nc12
  0.0% | -5.1% | -2.3% | 22.1% | -4.8% | 2.8%

# The results go on.
# Order of results – Pf growth 96h | Pf growth 48h | Sm TGR inh | HCV inh | LmPK inh | TbPYK inhibitor
COc1ccc(-c2nnc(Sc3nc4ccccc4o3)c3ccccc23)cc1
  133.7%[activator] | 12.4% | 34.8% | -14.7% | 4.1% | -7.9%
COc1ccc(/C=N/NC(=O)c2cccnc2)cc1COc1ccc([N+](=O)[O-])c(C)c1
  -14.9% | -10.9% | 0.7% | -67.7% | 2.6% | -0.8%
COc1ccc(CCC(=O)NNC(=O)c2cc(Cl)ccc2OC)cc1OC
  0.8% | -5.6% | -9.7% | -14.5% | 0.2% | -7.2%
Cc1ccccc1OCC(=O)OCC(=O)Nc1ccc2c(c1)OCCO2
  23.1% | -12.2% | ? | -13.2% | . | -0.4%
COCCCNCCCOc1ccc(Cl)cc1Br
  ? | ? | 7.2% | 12.6µM* | 0.4% | .
O=C(CCN1C(=O)NC2(CCCC2)C1=O)Nc1cccc(S(=O)(=O)N2CCOCC2)c1
  17.1% | -19.7% | -9.3% | 18.2% | . | -4.6%
Cc1ccc(N2C(=O)c3ccccc3NC2C(C)Cc2ccc3c(c2)OCO3)cc1 (configuration not stated)
  ? | ? | -0.4% | ? | 3.1% | .
CCc1ccc(NC(=O)CS(=O)CC(=O)NC(C)CCc2ccco2)cc1 (configuration not stated)
  ? | -25.0% | 0.9% | -9.2% | 2.2% | 1.7%
COc1ccc(OC)c(C(=O)CSc2nnc(Cc3cccs3)n2CCc2ccccc2)c1
  13.1µM* | 11.7µM* | -25.9% | ? | 1.6% | ?
COc1ccccc1CNC(=O)c1cc(-c2ccncc2)nc2c(Cl)cccc12
  4.7% | ? | -15.8% | ? | -1.4% | -7.7%

# Additional entries
# Order of results – Pf growth 96h | Pf growth 48h | Sm TGR inh | HCV inh | LmPK inh | TbPYK inhibitor
Cc1ccc(CNC(=O)CN(C(=O)N2CCN(C)CC2)S(=O)(=O)c2ccc(C)cc2)cc1
  11.6% | 2.9% | 0.4% | -1.5% | . | -0.7%
COc1cc2cc(Br)cc(Br)c2nc1C
  0.9% | . | 2.9% | 11.2µM* | -0.1% | -1.3%
Cc1ccc(NC(=O)NCc2cccn2C)cc1C
  8.7% | -5.8%[0.00184 µM] | -24.6% | -18.2% | -2.6% | 2.0%
Nc1nc(SCC(=O)Nc2cc(-c3ccccc3)nn2-c2ccccc2)n[nH]1
  . | 13.8% | 6.2% | -12.9% | -1.3% | 17.8%
CC(C)c1ccc(-c2cc(C(=O)N3CCOCC3)c3cc(Br)ccc3n2)cc1
  -4.8% | ? | 0.6% | ? | -4.1% | 6.6%
Cc1ccc(C(=O)NCCNC(=O)c2ccco2)cn1
  -5.4% | 10.9% | 0.4% | 12.4% | 8.5% | -4.1%
CC(=O)NC1=C(NC2CCS(=O)(=O)C2)C(=O)c2ccccc2C1=O (configuration not stated)
  ? | 10.4µM* | 0.708µM* | 7.08µM* | -8.2% | ?
